NOD1 NF-kB reporter: NOD1 signaling inhibitors, primary screen, cell-based, luminescence, uHTS (AID 1578). NOD1-driven NF-kB luciferase reporter cells, luminescence; higher % means a stronger effect. inhibition, % at 4 µM, or EC50 in µM where a hit was titrated. hit rate 1% among 290,000; in the data active = inhibition mostly above about 36%, no sharp cut-off; inactive = mostly below about 34%;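 note: HEK-293T reporter cells stimulated with the NOD1 agonist gamma-tri-DAP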
HIV peptide binding: inhibitors of HIV fusion peptide binding, primary screen, biochemical, uHTS, fluorescence dequenching (AID 1986) | cell-free peptide binding, fluorescence dequenching, 30 min; higher % means a stronger effect | inhibition, % at 20 µM; hits with a dose series show IC50 in µM | hit rate 0.3% among 290,000; in the data active = inhibition mostly above about 52%, no sharp cut-off; inactive = mostly below about 76%; note: some results filed as inactive read as strong as hits
West Nile virus CPE: West Nile virus antiviral activity, cell-based, CPE readout (AID 1621) | West Nile virus-infected cells, CPE inhibition; higher % means a stronger effect | CPE inhibition, % at 10 µM, or IC50 in µM where a hit was titrated | hit rate 0.02% among 290,000; in the data active = a potency from the dose series; note: strong numbers were not always called active
Dengue-2 NS5 capping: Dengue-2 NS5 methyltransferase inhibitors, primary screen, biochemical, confirmation dose response (AID 588689). Genome polyprotein (Dengue virus type 2 (strain 16681-PDK53)). Dengue-2 NS5 methyltransferase capping enzyme assay, biochemical; higher % means a stronger effect. inhibition, % at 25 µM, or IC50 in µM where a hit was titrated. hit rate 0.3% among 340,000; in the data active = a potency from the dose series
KOR beta-arrestin-1: KOR agonists, beta-arrestin recruitment, primary screen, cell-based, luminescence, uHTS (AID 1777) | hit rate 0.02% among 280,000 | Kappa-type opioid receptor (Homo sapiens) | activation, % at 10 µM; hits with a dose series show EC50 in µM | KOR beta-arrestin recruitment, luminescence; higher % means a stronger effect; in the data active = activation above about 50%, passing the limit was not always enough; note: a part of the inactive calls stands beside numbers as strong as those of hits
GPR35 arrestin U2OS: GPR35 antagonists blocking zaprinast-driven arrestin recruitment, primary screen, imaging, U2OS, beta-arrestin-GFP, zaprinast agonist (AID 2058); hit rate 0.052% among 290,000; U2OS GPR35 beta-arrestin-GFP translocation imaging, zaprinast antagonism; higher % means a stronger effect; one-dose inhibition, % at 10 µM; IC50 in µM for titrated hits; G-protein coupled receptor 35 (Homo sapiens);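 active = inhibition of at least 50% with at least 30 cells and total cytoplasm GFP at most 10,000,000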
GPR55 LPI antagonism: GPR55 antagonists blocking LPI-driven arrestin recruitment, primary screen, imaging, U2OS, beta-arrestin-GFP, LPI agonist (AID 2013) | G-protein coupled receptor 55 (Homo sapiens) | U2OS GPR55 beta-arrestin-GFP translocation imaging, LPI antagonism; higher % means a stronger effect | inhibition, % at 10 µM, or IC50 in µM where a hit was titrated | hit rate 0.13% among 290,000;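 active = spots per cell inhibited over 60%, with over 100 cells counted and total cytoplasm intensity under 500,000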;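 note: U2OS cells stably carrying GPR55 and arrestin-GFP stimulated by 5 µM LPI near EC80; imaged beta-arrestin-GFP aggregate spots per cell after agonist stimulation; plate controls were LPI-stimulated DMSO wells for no effect and DMSO wells without LPI for full effect; some results filed as inactive read as strong as hits; confirmed hits need IC50 under 10 µM and bright autofluorescent wells are also inconclusive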
GPR55 activation: GPR55 agonists via beta-arrestin recruitment, primary screen, imaging, U2OS cells, beta-arrestin-GFP redistribution (AID 1961); G-protein coupled receptor 55 (Homo sapiens); U2OS GPR55 beta-arrestin-GFP redistribution imaging; higher % means a stronger effect; activation, % at 10 µM; hits with a dose series show EC50 in µM; hit rate 0.048% among 290,000;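 active = activation above 40% with more than 50 cells counted in the well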;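 note: U2OS osteosarcoma cells stably expressing GPR55 and beta-arrestin-GFP; plate controls were DMSO negative control for no effect and LPI positive control for full effect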
KOR beta-arrestin-2: KOR antagonists, beta-arrestin recruitment, cell-based, luminescence, uHTS (AID 1778); Kappa-type opioid receptor (Homo sapiens); KOR beta-arrestin recruitment, luminescence, antagonist mode; higher % means a stronger effect; one-dose inhibition, % at 10 µM; IC50 in µM for titrated hits; hit rate 0.091% among 290,000; in the data active = inhibition above about 50%; note: strong numbers were not always called active
Dengue-2 NS5 capping pilot replicate: recorded beside Dengue-2 NS5 capping, whose call it bears; inhibition, %; measured here: pilot screen replicate inhibition
Starred values were filed as active, the others as inactive; . = no result given; [ ] = another dose, or the depositor's remark. This is a subset, so the mix of outcomes need not match the whole.

The first five records, to show the layout:
SMILES | NOD1 NF-kB reporter | HIV peptide binding | West Nile virus CPE | Dengue-2 NS5 capping | KOR beta-arrestin-1 | GPR35 arrestin U2OS | GPR55 LPI antagonism | GPR55 activation | KOR beta-arrestin-2 | others
Cc1ncoc1C(=O)N1CCCC(C(=O)c2ccc3c4c(cccc24)CC3)C1 (centres undefined) | -20% | 0.7% | -0.7% | -4% | -3.4% | -17% | 0% | -0.3% | -47%
CCc1ccc(C(=O)COc2ccc(NC(C)=O)cc2)cc1 | -15% | 1.3% | -1.1% | -1% | 4.9% | -7% | 4% | 0.2% | 23% | Dengue-2 NS5 capping pilot replicate=-1.2
COc1cnc(-c2ccccn2)nc1Oc1c(C)cccc1C | -18% | 0.1% | 2.9% | 4% | -1.5% | 17% | -1% | -1.1% | 1%
Cc1ccc(-n2nc(C(=O)O)cc2-c2ccccc2Cl)cc1 | -12% | 0.0% | -0.8% | 0% | -4.2% | -7% | 1% | -0.1% | 22%
O=C(NC1CCCCC1)NC1C2CC3CC(C2)CC1C3 (centres undefined) | -54% | -0.4% | -1.0% | -9% | -0.2% | -14% | 8% | 0.0% | 4%

This part in full, from the first entry:
SMILES | NOD1 NF-kB reporter | HIV peptide binding | West Nile virus CPE | Dengue-2 NS5 capping | KOR beta-arrestin-1 | GPR35 arrestin U2OS | GPR55 LPI antagonism | GPR55 activation | KOR beta-arrestin-2 | others
Cc1ncoc1C(=O)N1CCCC(C(=O)c2ccc3c4c(cccc24)CC3)C1 (centres undefined) | -20% | 0.7% | -0.7% | -4% | -3.4% | -17% | 0% | -0.3% | -47%
CCc1ccc(C(=O)COc2ccc(NC(C)=O)cc2)cc1 | -15% | 1.3% | -1.1% | -1% | 4.9% | -7% | 4% | 0.2% | 23% | Dengue-2 NS5 capping pilot replicate=-1.2
COc1cnc(-c2ccccn2)nc1Oc1c(C)cccc1C | -18% | 0.1% | 2.9% | 4% | -1.5% | 17% | -1% | -1.1% | 1%
Cc1ccc(-n2nc(C(=O)O)cc2-c2ccccc2Cl)cc1 | -12% | 0.0% | -0.8% | 0% | -4.2% | -7% | 1% | -0.1% | 22%
O=C(NC1CCCCC1)NC1C2CC3CC(C2)CC1C3 (centres undefined) | -54% | -0.4% | -1.0% | -9% | -0.2% | -14% | 8% | 0.0% | 4%
CCCc1cc(C(=O)NC2CCCCC2)no1 | 10% | -2.7% | 0.0% | 0% | -6.5% | -6% | -2% | -0.3% | -82%
Cc1cc(=O)[nH]c2c(C)cc(S(=O)(=O)N3CCCCC3)cc12 | -40% | 1.6% | 1.7% | -6% | -1.2% | -11% | 9% | 0.2% | 6%
O=C(CSc1ccc2nnc(-c3ccccn3)n2n1)Nc1ccc2c(c1)OCO2 | -5% | -2.4% | -0.1% | 2% | -0.2% | 14% | 7% | -0.1% | -18%
COc1cccc(CN2CCNC(=O)C2CC(=O)NCC(C)(C)N2CCOCC2)c1OC (centres undefined) | 0% | 3.3% | 0.2% | 2% | 6.1% | -10% | 8% | -0.1% | -29%
COC(=O)c1nnn(-c2ccccc2)c1N | -7% | -4.4% | 0.3% | -6% | -1.8% | 20% | 10% | -0.1% | -21%
Cc1cccc(C(=O)NC(CC(=O)O)c2ccc(OC3CCCC3)cc2)c1[N+](=O)[O-] (centres undefined) | -14% | 0.3% | -0.3% | -8% | -0.7% | 2% | 10% | -0.3% | -3%
CNc1cccccc1=S | 13% | 0.4% | -0.1% | 45% | -1.5% | -6% | 6% | -0.2% | 26%
Cc1n[nH]c(=O)nc1NCc1ccccc1 | -10% | -1.6% | 1.2% | 2% | -4.7% | 3% | -7% | -1.0% | 23%
O=C(CC12CC3CC(CC(C3)C1)C2)N1CCCC1 | 17% | 2.3% | -0.5% | -3% | -5.7% | 1% | -4% | -0.1% | 17%
O=C(COC(=O)c1ccc(S(=O)(=O)N2CCCC2)cc1)NCc1cccs1 | -8% | -0.6% | -0.4% | -7% | -1.0% | 26% | 2% | -0.3% | 17%
COC(=O)c1ccccc1NC(=O)Nc1ncccc1C | -14% | -1.0% | 0.4% | -1% | -6.4% | 10% | 9% | -0.1% | 13%[20 µM]
O=C(CCCn1cncn1)N1CCCC(N2CCN(c3ccccc3F)CC2)C1 (centres undefined) | -24% | -2.3% | 0.3% | 1% | 0.1% | 8% | -3% | 0.0% | -17%
N#CC1=C(Nc2ccccc2)SC=C(c2ccc(Cl)c(Cl)c2)N=C1N1CCOCC1 | 12% | 4.4% | . | . | -3.0% | -10% | 2% | -0.1% | -21%
COCc1cc(SC2CCCCC2)nc(C)n1 | -26% | -0.8% | 0.3% | -6% | -4.1% | -7% | 1% | 0.5% | 10%[20 µM]
O=c1cc(CO)oc(CN2CCN(c3ccccc3)CC2)c1O | -7% | -1.8% | 0.4% | 4% | 6.7% | 5% | 13% | -0.2% | -19%
COc1ccc(CCN2CN(S(=O)(=O)c3ccccc3)c3nc4ccccc4nc32)cc1OC | -18% | 1.5% | -0.3% | -4% | -2.6% | -2% | 12% | -0.3% | -1%
CN(C)C(=O)CSc1nnc(-c2cnccn2)n1C | -12% | -1.1% | 0.9% | -6% | -7.4% | 2% | 3% | 0.7% | 22%
CCOC(=O)C1=C(C)N=C2SC(C)C(=O)N2C1c1ccc(OCC)c(OCC)c1 (centres undefined) | -11% | -1.8% | -0.5% | -4% | -6.6% | -16% | 11% | 0.0% | 13%
Cc1nc2ncnn2c(C)c1CCC(=O)NCc1ccco1 | . | -3.7% | -0.3% | -4% | 0.7% | 3% | 6% | -0.1% | -7%
CCOC(=O)CNC(=O)CNC(=O)c1ccc(OC(C)C)cc1 | -2% | -1.6% | 0.1% | . | . | 0% | 4% | -0.1% | -9%

Quoted at random: 2 entries already listed
SMILES | NOD1 NF-kB reporter | HIV peptide binding | West Nile virus CPE | Dengue-2 NS5 capping | KOR beta-arrestin-1 | GPR35 arrestin U2OS | GPR55 LPI antagonism | GPR55 activation | KOR beta-arrestin-2 | others
CNc1cccccc1=S | 13% | 0.4% | -0.1% | 45% | -1.5% | -6% | 6% | -0.2% | 26%
CCOC(=O)C1=C(C)N=C2SC(C)C(=O)N2C1c1ccc(OCC)c(OCC)c1 (centres undefined) | -11% | -1.8% | -0.5% | -4% | -6.6% | -16% | 11% | 0.0% | 13%

Continued.
SMILES | NOD1 NF-kB reporter | HIV peptide binding | West Nile virus CPE | Dengue-2 NS5 capping | KOR beta-arrestin-1 | GPR35 arrestin U2OS | GPR55 LPI antagonism | GPR55 activation | KOR beta-arrestin-2 | others
O=C(N/N=C/c1c[nH]c2ccc(Br)cc12)c1ccc2c(c1)OCO2 | -4% | -1.4% | -0.2% | -8% | 2.4% | -17% | -7% | -0.4% | -58%
COc1ccc(-n2c(SCC(=O)Nc3ccc([N+](=O)[O-])cc3OC)nc3ccccc32)cc1 | 8% | -0.2% | -0.3% | -5% | -1.9% | -14% | 11% | 0.7% | 18%
CCCCCCCOc1ccc(OC(=O)c2ccncc2)cc1 | -32% | -0.8% | 2.8% | -3% | -3.8% | 6% | 13% | 0.0% | -25%
CCOC(=O)c1sc(Nc2nc(OC)cc(OC)n2)nc1C | -25% | -1.3% | -0.7% | . | 5.5% | -10% | 17% | 0.3% | -6%
CC(CCc1ccccc1)NC(=O)c1ccc(Br)cc1 (centres undefined) | 0% | -0.1% | -1.3% | 3% | 1.0% | 6% | -3% | -0.1% | -14%[20 µM]
Cn1c(C(=O)N2CCc3ccccc3C2)cc2oc3ccccc3c21 | -18% | -2.7% | -0.3% | 3% | -4.8% | -3% | -19% | -0.5% | 2%
c1ccc2cc3[nH]c(CN4CCOCC4)nc3cc2c1 | -21% | 2.3% | 0.1% | -1% | -3.6% | -5% | -8% | 0.6% | -27%
CCN(CC)C(=O)NCc1c(C)cc(C)cc1C | -21% | -1.1% | -0.8% | -8% | -4.9% | -6% | 7% | 0.3% | -21%
CCOc1cc2nc(-c3ccc(OC)c(OC)c3)nc(N3CCOCC3)c2cc1OC | -24% | -0.9% | -0.2% | . | -3.6% | 1% | 10% | -0.1% | 2%
COc1ccc(OC(C)C(=O)NCC2CCCO2)cc1 (centres undefined) | -1% | 2.8% | 0.2% | 1% | 3.0% | -6% | 94% | -0.1% | -17%
COc1cc(/C=N/NC(=S)NC(C)C)ccc1OCC(=O)Nc1c(C)cc(C)cc1C | 28% | -3.3% | -1.2% | 0% | 12% | 17% | 8% | -0.2% | 5%
CC(C)N1CCC2(CC1)Oc1ccc(Br)cc1C1CC(c3cccnc3)=NN12 (centres undefined) | -3% | 0.0% | -0.4% | -2% | 1.2% | 14% | -4% | 0.2% | 42%
O=[N+]([O-])c1ccc(OCC(O)CN2CCN(c3ccccc3F)CC2)cc1 (centres undefined) | -2% | -0.4% | -1.1% | -8% | 4.1% | 16% | 9% | 0.0% | 25%
O=C(CCN1C(=O)C2C3C=CC(C3)C2C1=O)Nc1ccccc1 (centres undefined) | -6% | -0.3% | 0.7% | -2% | -5.2% | 19% | -5% | 0.5% | -1%[20 µM]
O=C(CCc1nnc2ccc(NCc3ccccc3)nn12)NC1CCCC1 | -34% | -2.5% | -0.2% | -10% | 0.0% | 8% | -1% | 0.0% | -10%
CC1=CC(C)C(/C=N/n2cnnc2)C(C)C1 (centres undefined) | -21% | 1.0% | -0.2% | 8% | -1.2% | -10% | -1% | 0.0% | 33%
Cc1sc2c(c1C)C(=O)/C(=C\Nc1ccccn1)S(=O)(=O)N2C | -5% | -0.9% | -0.4% | 1% | 9.9% | -6% | -8% | 0.1% | -12%
COc1ccc2ccccc2c1/C=N/NC(=S)Nc1cc(S(=O)(=O)N2CCOCC2)ccc1N1CCOCC1 | -27% | 1.0% | -0.4% | -6% | -0.6% | 3% | 11% | -0.2% | -1%
CC(C)CC(NC(=O)C1CCC(C)CC1)C(=O)Nc1ccccc1F (centres undefined) | -23% | 1.1% | -0.8% | -9% | -1.5% | -7% | 6% | -0.2% | -3%
N#Cc1nc(COc2ccc(F)cc2)oc1N1CCCC1 | -21% | -0.8% | -0.2% | 4% | -2.3% | -5% | -6% | -0.2% | 29%
O=S(=O)(NCCSc1ccccc1)c1ccc(F)cc1 | -7% | -1.0% | -0.2% | 2% | -0.1% | -9% | -7% | 0.3% | -9%
COc1cc(CNC(C)C)ccc1OCC(=O)Nc1cccc2ccccc12 | -10% | -0.3% | 3.2% | -3% | -1.9% | -14% | -4% | -0.1% | 0%
CCOc1ccc(NC(=O)NCC2CCN(Cc3ccc(F)cc3)CC2)cc1 | -10% | -1.2% | -0.8% | -1% | -3.4% | -2% | 4% | 0.5% | 12%

Screens from PubChem BioAssay.
